Compound activity deposited in PubChem BioAssay by Broad Institute.
Pf Dd2 growth: blocks growth of Plasmodium falciparum Dd2 parasites | activity change, % at 10 µM | hit rate 2.3% among 94,000 | P. falciparum Dd2 growth, SYBR Green, 72 h; active compounds read low; in the data active = activity change below about -80%; inconclusive = no clear call, values can overlap the other calls
GASC1 inh: KDM4C (human) demethylase inhibition; hit rate 0.15% among 96,000; AID 720574; GST-KDM4C 2-372, H3K9me3 peptide, LANCE TR-FRET; Q9H3R0; inhibition, % at 12.5 µM;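 active = mean replicate inhibition above about 25%, with at least 55% of replicates also reaching it, limit read from the data, passing the limit was not always enough; inconclusive = only one of those two conditions met; inactive = neither condition met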
Target sequence (Q9H3R0 2-372 limits assumed): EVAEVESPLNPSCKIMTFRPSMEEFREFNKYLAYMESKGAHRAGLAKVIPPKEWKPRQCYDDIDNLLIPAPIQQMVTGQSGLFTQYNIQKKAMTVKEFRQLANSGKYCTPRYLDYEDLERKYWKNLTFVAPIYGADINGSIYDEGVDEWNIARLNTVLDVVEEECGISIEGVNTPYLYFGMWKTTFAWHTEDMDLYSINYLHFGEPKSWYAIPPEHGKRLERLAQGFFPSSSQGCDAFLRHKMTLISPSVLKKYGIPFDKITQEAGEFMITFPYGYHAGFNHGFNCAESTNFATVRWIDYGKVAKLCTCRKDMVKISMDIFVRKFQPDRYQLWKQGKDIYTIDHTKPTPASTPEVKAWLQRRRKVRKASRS
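Material: GST-tagged GASC-1 (JMJD2C) catalytic fragment, aa 2-372 / Quantity: enzyme final amount 10 nM / Medium: HEPES buffer, pH 7.5, plus ascorbate / Doses: one test concentration per compound / Incubation: 30 min reaction, 60 min detection, RT / Measured by: LANCE TR-FRET / Read-out: inhibition from TR-FRET ratio decrease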
C diff HTS: blocks growth of Clostridium difficile | Clostridium difficile clinical isolate growth, OD600, 24 h; active compounds read low | growth activity, negative = inhibition, % at 16 µg/mL (by protocol) | hit rate 0.25% among 86,000 | AID 1259249;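 active = mean growth activity at or below -80% and every replicate also at or below -80%; inconclusive = mean at or below -80% but some replicate above -80%; inactive = mean growth activity above -80%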;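 also: 0% = DMSO wells and -100% = levofloxacin 16 µg/mL wells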
Tcruzi prolif: T. cruzi proliferation inhibition. T. cruzi beta-gal in NIH3T3, GalScreen luminescence, 90 h. inhibition, % at 8.34 µM. hit rate 5.9% among 77,000. AID 624255;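 active = mean inhibition above about 93%, with at least 55% of replicates each passing it, limit read from the data, passing the limit was not always enough; inconclusive = only one of those two conditions holds; inactive = neither condition holds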
Active calls of the source: *; ? = inconclusive; / = no result given; & = joins results of further samples.

SMILES	Pf Dd2 growth	GASC1 inh	C diff HTS	Tcruzi prolif
C[C@@H]1CCCCO[C@@H](CN(C)C(=O)C2CCCCC2)[C@H](C)CN([C@@H](C)CO)C(=O)c2cc(NC(=O)Nc3ccccc3)ccc2O1	-1	0.1	2	69
CN(C)CC(=O)N1CCCCN2[C@H](CO)[C@H](c3ccc(-c4cccc(C(=O)N(C)C)c4)cc3)[C@@H]2C1	26	0.3	-12	6
O=C(CC1CC1)N1CC(=O)N2[C@H](CO)[C@H](c3ccc(/C=C/c4ccccc4)cc3)[C@@H]2C1	-8	-1.0	-2	/
C[C@@H]1CN([C@H](C)CO)C(=O)c2cc(NC(=O)CCCCCC(=O)Nc3ccccc3N)ccc2O[C@@H]1CN(C)Cc1ccccc1	-21	2.8	-6	/
COc1ccc(S(=O)(=O)Nc2cccc3c2O[C@H](CN(C)S(=O)(=O)c2c(C)noc2C)[C@@H](C)CN([C@@H](C)CO)C3=O)cc1	-5	5.9	5	/
COc1ccc2c3c(n(C)c2c1)[C@H](CO)N(C(=O)Nc1ccc(F)cc1)CC31CCN(C(=O)c2cccnc2)CC1	-80	-1.3	-3	/
C[C@@H]1CN([C@H](C)CO)C(=O)c2cc(C3=CCCCC3)cnc2O[C@H]1CN(C)Cc1ccccc1	-24	0.9	0	-43
O=C(C[C@H]1C[C@H]2c3cc(NS(=O)(=O)c4ccc(F)cc4)ccc3O[C@H]2[C@@H](CO)O1)NCCc1ccccc1	-14	0.6	-2	/
O=C(Nc1ccccc1)N1CCCCN2[C@@H](CO)[C@@H](c3ccc(C#Cc4ccccn4)cc3)[C@@H]2C1	-30	0.9	0	101*
COc1ccc2c3c([nH]c2c1)[C@H](CO)N(C(C)=O)CC31CCN(S(=O)(=O)c2cccs2)CC1	-69	0.1	-13	/
COCC(=O)N1C[C@H]2[C@@H](c3ccccc31)[C@@H](CO)N2C(=O)C1CCCCC1	22	2.0	-7	-38
C[C@@H]1CN([C@H](C)CO)C(=O)c2cc(NC(=O)Nc3cccc4ccccc34)ccc2O[C@@H](C)CCCCO[C@@H]1CN(C)C(=O)C1CCCCC1	-91*	-1.0	0	105
O=C(C1CCOCC1)N1CC(=O)N2[C@H](CO)[C@H](c3ccc(C#CC4CCCC4)cc3)[C@H]2C1	-11	-0.5	-8	/
CCC(=O)Nc1ccc2c(c1)C(=O)N(C)C[C@@H](OC)[C@@H](C)CN(C(=O)C1CCC1)[C@H](C)CO2	31	0.9	-2	19
CS(=O)(=O)N1[C@H](C#N)[C@H](c2ccccc2-c2ccccc2)[C@H]1CO	-94*	-0.2	-10	/
O=C(Cc1ccccn1)N[C@@H]1C=C[C@H](CC(=O)N2CCCCC2)O[C@@H]1CO	-12	/	1	-45
C[C@H]1CN([C@@H](C)CO)C(=O)c2cc(Br)cnc2O[C@@H]1CN(C)C(=O)c1ccncc1	41	14	-3	17
N#C[C@@H]1N[C@@H](CO)[C@@H]1c1ccc(-c2ccccc2F)cc1	21	-1.5	-3	?
O=C(C[C@H]1CC[C@@H]2[C@H](COC[C@H](O)CN2C(=O)c2cc(Cl)cc(Cl)c2)O1)N1CCc2ccccc2C1	/	0.0	8&-3	-26
O=C(C[C@H]1CC[C@@H]2[C@H](COC[C@H](O)CN2Cc2ccc(Cl)cc2)O1)NCCc1ccccc1	/	-0.7	37&-8	-1
CN1CCN(C(=O)C[C@@H]2CC[C@H]3[C@@H](COC[C@H](O)CN3Cc3ccc4c(c3)OCO4)O2)CC1	8	0.3	/	-1
Cn1cnc(S(=O)(=O)N2CC[C@@H]3[C@H]2c2cc(C#CC4CCCC4)ccc2N[C@@H]3CO)c1	-34	3.7	-7	/
N#C[C@@H]1[C@H](c2ccc(C3=CCCC3)cc2)[C@H](CO)N1C(=O)Cc1ccncc1	-8	-2.3	-2	72
C[C@@H]1CN([C@@H](C)CO)C(=O)c2cc(C#Cc3cccc(F)c3)cnc2O[C@@H]1CN(C)CC1CC1	-59	-2.3	/	68
COc1ccc(NC(=O)N(C)C[C@@H]2Oc3cc(-c4cccc(C(=O)N(C)C)c4)ccc3S(=O)(=O)N([C@H](C)CO)C[C@H]2C)cc1	1	0.6	/	/

(listing goes on)
SMILES	Pf Dd2 growth	GASC1 inh	C diff HTS	Tcruzi prolif
CN(C)C(=O)C[C@H]1C[C@H]2c3cc(NS(=O)(=O)c4ccc(F)cc4)ccc3O[C@H]2[C@H](CO)O1	8	-3.3	2	-32
C[C@H]1CCCCO[C@@H](CN(C)Cc2ccc(C(=O)O)cc2)[C@@H](C)CN([C@@H](C)CO)C(=O)c2cc(NC(=O)CCC(F)(F)F)ccc2O1	21	1.6	-3	-29
O=C(N[C@@H]1CC[C@@H](CCNC(=O)C2CCOCC2)O[C@@H]1CO)c1ccccn1	14	-1.8	1	33
COc1ccccc1CN1CC[C@H]2[C@H](CO)Nc3ccc(C#Cc4ccccc4)cc3[C@H]21	-76	0.3	-100*	17
C[C@H](CO)N1C[C@H](C)[C@H](CN(C)S(=O)(=O)c2cn(C)cn2)Oc2c(NC(=O)C3CCOCC3)cccc2C1=O	29	17	-6	-105
COc1cccc(NC(=O)N[C@H]2CC[C@@H](CC(=O)Nc3ccccc3)O[C@@H]2CO)c1	-22	0.0	1	/
COc1ccc(CN(C)C[C@@H]2OCCCC[C@@H](C)Oc3ccc(NS(=O)(=O)c4cccs4)cc3C(=O)N([C@@H](C)CO)C[C@H]2C)cc1	-47	10	0	54
OC[C@@H]1[C@@H](c2ccc(-c3cccc(F)c3)cc2)[C@@H]2CN(Cc3cncnc3)CCCCN12	16	0.7	0	30
CC(=O)N(C)C[C@@H]1Oc2cc(/C=C/c3ccccc3)ccc2S(=O)(=O)N([C@H](C)CO)C[C@H]1C	-35	-1.1	-4	2
C[C@@H](O)C#Cc1ccc([C@H]2[C@H]3CN(C(=O)c4ccc(F)cc4)CCCCN3[C@H]2CO)cc1	14	1.5	-2	18
CN(C)C(=O)C[C@H]1CC[C@@H]2[C@H](COC[C@@H](O)CN2C(=O)C2CC2)O1	7	0.8	-8	21
O=C(C[C@@H]1C=C[C@@H](NS(=O)(=O)c2ccccc2F)[C@@H](CO)O1)NCCCN1CCOCC1	11	-0.6	10	52
C[C@H](CO)N1C[C@H](C)[C@@H](CN(C)C(=O)c2cnccn2)Oc2ncc(C#CCC3CCCC3)cc2C1=O	-44	1.2	0	16
C[C@H](O)C#Cc1ccc([C@@H]2[C@H]3CN(C(=O)Nc4ccccc4)CCCCN3[C@H]2CO)cc1	-69	0.3	0	49
CO[C@H](CN(C)CC1CCOCC1)[C@H](C)CN(C(=O)Nc1ccc(F)cc1)[C@@H](C)CO	15	1.7	/	11
C[C@@H]1CN([C@H](C)CO)C(=O)c2cc(C#C[C@@H](C)O)cnc2O[C@@H]1CN(C)C(=O)Nc1ccc(F)cc1	26	/	-4	17
C[C@@H]1CCCCO[C@@H](CN(C)S(=O)(=O)c2ccc(Cl)cc2)[C@@H](C)CN([C@H](C)CO)C(=O)c2cc(NC(=O)Cc3ccccc3)ccc2O1	-83*	9.7	5	45
CN(C)C(=O)c1cccc(-c2ccc([C@@H]3[C@H](CO)N4CCCCN(Cc5cccnc5)C[C@@H]34)cc2)c1	-5	-0.9	-5	13
COc1ccc2c3c(n(C)c2c1)[C@H](CO)N(C(=O)c1ccccc1)CC31CN(C(C)=O)C1	10	-0.9	2	/
C[C@H](CO)N1C[C@H](C)[C@H](CN(C)S(=O)(=O)c2ccccc2)Oc2ccc(NS(=O)(=O)c3ccc(F)cc3)cc2C1=O	-53	1.0	-4	-5
Cc1noc(C)c1S(=O)(=O)N(C)C[C@@H]1Oc2c(NS(=O)(=O)c3ccc(F)cc3)cccc2C(=O)N([C@H](C)CO)C[C@@H]1C	-19	-0.2	19	/
CC(C)NC(=O)N(C)C[C@H]1OCCCC[C@H](C)Oc2ccc(NC(=O)c3ccncc3)cc2C(=O)N([C@@H](C)CO)C[C@@H]1C	-5	-3.9	-4	25
COc1cccc(NC(=O)N[C@H]2CC[C@H](CC(=O)N3CCCCC3)O[C@@H]2CO)c1	22	-0.2	/	-19
O=C(C[C@@H]1C[C@H]2c3cc(NC(=O)c4cccnc4)ccc3O[C@H]2[C@@H](CO)O1)NCC1CC1	4	2.2	2	-6
CCC(=O)N(C)C[C@H]1Oc2ncc(C#Cc3ccccc3)cc2C(=O)N([C@H](C)CO)C[C@H]1C	22	0.7	-2	25

6 structures from above, ordered by heavy-atom count, largest number first.
SMILES	Pf Dd2 growth	GASC1 inh	C diff HTS	Tcruzi prolif
C[C@H]1CCCCO[C@@H](CN(C)Cc2ccc(C(=O)O)cc2)[C@@H](C)CN([C@@H](C)CO)C(=O)c2cc(NC(=O)CCC(F)(F)F)ccc2O1	21	1.6	-3	-29
O=C(C[C@H]1C[C@H]2c3cc(NS(=O)(=O)c4ccc(F)cc4)ccc3O[C@H]2[C@@H](CO)O1)NCCc1ccccc1	-14	0.6	-2	/
CN(C)C(=O)c1cccc(-c2ccc([C@@H]3[C@H](CO)N4CCCCN(Cc5cccnc5)C[C@@H]34)cc2)c1	-5	-0.9	-5	13
CN1CCN(C(=O)C[C@@H]2CC[C@H]3[C@@H](COC[C@H](O)CN3Cc3ccc4c(c3)OCO4)O2)CC1	8	0.3	/	-1
CN(C)C(=O)C[C@H]1C[C@H]2c3cc(NS(=O)(=O)c4ccc(F)cc4)ccc3O[C@H]2[C@H](CO)O1	8	-3.3	2	-32
Cn1cnc(S(=O)(=O)N2CC[C@@H]3[C@H]2c2cc(C#CC4CCCC4)ccc2N[C@@H]3CO)c1	-34	3.7	-7	/

More results.
SMILES	Pf Dd2 growth	GASC1 inh	C diff HTS	Tcruzi prolif
Cc1noc(C)c1S(=O)(=O)N(C)C[C@@H]1OCc2cnnn2CCCC(=O)N([C@@H](C)CO)C[C@@H]1C	-18	1.0	/	8
C[C@@H]1CCCCO[C@@H](CN(C)Cc2ccncc2)[C@@H](C)CN([C@@H](C)CO)C(=O)c2cc(NC(=O)Nc3ccccc3)ccc2O1	-16	1.3	6	19
O=C(c1cccnc1)N1C[C@@H]2[C@H](c3ccccc31)[C@@H](CO)N2C(=O)Nc1cccc(F)c1	33	-0.7	6	33
C/C=C/c1cnc2c(c1)C(=O)N([C@H](C)CO)C[C@H](C)[C@@H](CN(C)Cc1ccc3c(c1)OCO3)O2	-43	1.2	-2	/
Cc1ccc(S(=O)(=O)N[C@H]2CC[C@H](CCn3cc(C4(O)CCCC4)nn3)O[C@H]2CO)cc1	-26	-0.5	-1	-20
O=C(Nc1ccc(C(F)(F)F)cc1)N1[C@@H]2CNC[C@H]1C2c1ccc(-c2ccc(F)cc2)cc1 (some centres undefined)	25	16	-99*	/
CO[C@H]1CN(C)C(=O)c2cc(NC(=O)NC(C)C)ccc2OC[C@H](C)N(Cc2cncnc2)C[C@H]1C	24	-0.8	-13	-2
CO[C@@H]1CN(C)C(=O)c2ccc(NS(C)(=O)=O)cc2OC[C@@H](C)NC[C@@H]1C	43	-1.0	-2	-17
O=C(C[C@@H]1CC[C@H]2[C@@H](COC[C@H](O)CN2Cc2nccs2)O1)NCc1ccc(-c2ccccc2)cc1	4	-1.1	/	32
C[C@@H]1CN([C@@H](C)CO)C(=O)Cc2cc(NC(=O)Nc3ccc(F)cc3)ccc2O[C@@H]1CN(C)Cc1ccc(C(=O)Nc2ccccc2N)cc1	-70	/	/	51
Cc1ccc(S(=O)(=O)N(C)C[C@@H]2Oc3ncc(-c4cccc(F)c4)cc3C(=O)N([C@H](C)CO)C[C@@H]2C)cc1	-19	-0.3	-3	55
C[C@H]1CCCCO[C@@H](CN(C)S(=O)(=O)c2ccc(Cl)cc2)[C@@H](C)CN([C@@H](C)CO)C(=O)c2cc(NC(=O)CCC(F)(F)F)ccc2O1	-83*	0.4	-3	117*
COc1ccc(NC(=O)N(C)C[C@@H]2Oc3ccc(NS(=O)(=O)c4ccccc4)cc3C(=O)N([C@@H](C)CO)C[C@H]2C)cc1	21	1.3	1	15
C[C@H]1CN([C@@H](C)CO)C(=O)c2cc(NC(=O)Cn3cnnn3)ccc2O[C@@H]1CN(C)C(=O)Nc1cccc2ccccc12	1	-0.9	-3	89
O=C(Nc1ccccc1)N1CCCCN2[C@@H](CO)[C@@H](c3ccc(-c4ccccc4)cc3)[C@@H]2C1	-78	-0.2	42	95
N#C[C@H]1[C@@H](c2ccc(C3=CCCCC3)cc2)[C@H](CO)N1C(=O)CN1CCOCC1	6	-0.9	10	64
CN1c2ccc(-c3ccccc3)cc2[C@@H]2[C@@H](CCN2C(=O)Cc2cccnc2)[C@H]1CO	5	-0.5	-7	93
O=S(=O)(N[C@H]1CC[C@@H](CCn2cc(C3CC3)nn2)O[C@@H]1CO)c1ccc(F)cc1	1	-0.1	/	-28
C[C@@H]1CN([C@@H](C)CO)C(=O)c2cc(NC(=O)c3ccncc3)ccc2O[C@@H](C)CCCCO[C@@H]1CN(C)C(=O)CCCN(C)C	16	2.8	-6	-12
C[C@@H]1CN([C@@H](C)CO)C(=O)c2cccc(NC(=O)c3nc4ccccc4s3)c2O[C@H]1CN(C)CC1CC1	-39	-2.5	-8	28
